Compound activity from PubChem BioAssay.
ERG-DNA inh – inhibitors of human ERG Ets domain-DNA interaction; P11308; fluorescence polarization, His-ERG Ets domain / labelled DNA; Potency, µM (highest dose often 76.9 µM), for inactives: top-dose FP activity, negative = inhibition, most hits filed as inhibitors; actives 0.028% (n = 370,000); AID 624246; active means well fitted inhibition curve with a large enough effect in the polarisation, with a control signal flat; inconclusive means small, poorly fitted or top-dose-only effect, or effect the other way, or a change in a side signal; inactive means no such curve, though single readings can be large or run the other way; the % refers to the polarisation;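 further: polarization taken with two DNA probes labelled with fluorescein and Texas red; potency means the concentration at half of the fitted maximal effect; % of control where 0% means no effect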
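His-tagged ERG Ets domain (1 uM in the protein solution; 300mM KCl, 50mM Tris-HCl, 1mM EDTA, 1mM DTT, pH 7.5) received compound, then a probe mix of 5 nM fluorescein-DNA and 100nM Texas-615-DNA. Fluorescence polarization was read for both dyes.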
LDHA block – inhibitors of human lactate dehydrogenase A; purified LDHA, NADH/diaphorase-resazurin fluorescence; active compounds read low; actives 0.15% (n = 480,000); AID 1347041; activity change, % (values are at about 110 or 230 µM); in the data active means activity change below about -30%; inconclusive means mostly about -25% to -30%;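 further: plate controls were DMSO wells for no effect and wells without enzyme for full effect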
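Resorufin fluorescence (ex540/em590), read at 0 and 20 min after diaphorase/resazurin addition, reports the NADH left after a 5 min room-temperature reaction of 2 nM human LDH5 with 0.06 mM NADH and 0.2 mM pyruvate.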
APEX1 inh – blocks human APE1 abasic DNA cleavage; Potency, µM (top dose mostly 65.8 µM), for inactives: at the top dose activity change, negative = inhibition, hits mostly inhibitors; AID 2517; recombinant APE1, TAMRA/BHQ-2 abasic DNA cleavage fluorescence; actives 0.35% (n = 350,000);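 further: potency means the concentration at half of the fitted maximal effect; plate controls were vehicle for no effect and reference inhibitor for full effect; nearly all actives have a fitted effect of over 55% in size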
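Endonuclease cleavage of a quenched abasic-site DNA duplex (50 nM) by APE1 (0.75 nM) was tracked by TAMRA dequenching. Compounds were preincubated with enzyme 15 min at room temperature; data normalized to buffer-only and DMSO wells plus NSC13755 control.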
RGS4 inh – human RGS4 inhibition; Transcreener GDP fluorescence polarization, RGS4-accelerated GTP hydrolysis; actives 0.039% (n = 390,000); P49798; Potency, µM (top dose mostly 114 µM), for the others: top-dose activity change, negative = inhibition, hits mostly inhibitors; further: potency means the concentration at half of the fitted maximal effect; on the % scale 0 is the no-effect control and ±100 the full control effect; nearly all actives have a fitted effect of over 75% in size; some results filed as inactive show a strong effect at the top dose
Target sequence (P49798 whole entry, looked up): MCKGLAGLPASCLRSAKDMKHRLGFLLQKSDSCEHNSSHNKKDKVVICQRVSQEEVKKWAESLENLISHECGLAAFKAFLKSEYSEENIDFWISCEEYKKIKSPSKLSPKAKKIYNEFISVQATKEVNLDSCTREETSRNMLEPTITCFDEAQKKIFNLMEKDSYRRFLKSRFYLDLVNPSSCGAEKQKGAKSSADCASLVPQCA
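MLSMR compounds (23 nl, pin-transferred) preincubated 10 min at room temperature with a 500nM (2x) first reagent, then RGS4 at 900nM (2x) plus Transcreener GDP mix added; fluorescence polarization (620/688 nm) read before and after 90 min at 30 °C.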
ALOX12 inh – ALOX12 (human) lipoxygenase inhibition | P18054 | purified 12hLO, xylenol orange hydroperoxide absorbance | Potency, µM (titrated, usually from 108 µM), without a hit: at the highest dose activity change, negative = inhibition, usual class: inhibitors | actives 1.1% (n = 580,000) | AID 1671190; further: potency means the concentration at half of the fitted maximal effect; on the % scale 0 is the no-effect control and ±100 the full control effect
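Purified human 12hLO at 150 nM in 25 mM Hepes, 0.01% Triton X-100, pH 7.0, preincubated 15 min at room temperature with compound. Reaction started with 40 uM arachidonic acid, 30 min at room temperature. Hydroperoxide measured by Fe-xylenol orange, 573/405 nm absorbance ratio.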
Apoferritin bind – candidate novel general anesthetic via apoferritin binding. P02791. apoferritin/1-aminoanthracene competitive binding, fluorescence. Potency, µM (top dose mostly 77.5 µM), for the others: at the highest dose activity change, negative = displacement, usual class: inhibitors. actives 0.074% (n = 350,000). AID 485281; further: potency means the concentration at half of the fitted maximal effect; on the % scale 0 is the no-effect control and ±100 the full control effect; nearly all actives have a fitted effect of over 20% in size
Target sequence (P02791 2-175 limits assumed): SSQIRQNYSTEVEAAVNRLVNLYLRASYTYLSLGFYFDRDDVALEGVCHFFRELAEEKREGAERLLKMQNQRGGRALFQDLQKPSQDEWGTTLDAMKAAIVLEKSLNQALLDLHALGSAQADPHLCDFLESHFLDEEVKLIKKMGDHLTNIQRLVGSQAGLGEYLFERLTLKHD
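In PBS, apoferritin at 10 uM is loaded with 1-AMA from a 50% saturated solution. After 10 min of compound exposure at ambient temperature, reduced 535 nm fluorescence indicates probe displacement.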
POLK inh – blocks human DNA polymerase kappa activity. Q9UBT6. purified Pol kappa, fluorescent DNA synthesis assay, 10 min. Potency, µM (doses to about 107 µM), for the others: at the top dose activity, negative = inhibition, most hits filed as inhibitors. actives 0.53% (n = 400,000); further: potency means the concentration at half of the fitted maximal effect; on the % scale 0 is the no-effect control and ±100 the full control effect
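Kinetic fluorescence readout at 0 and 10 min followed reaction start with substrate at 50 nM final. Beforehand, enzyme (10 nM Pol kappa) stood 15 min with compound at room temperature; buffer-only wells were negative controls.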
Pol beta inh – inhibitors of human DNA polymerase beta | P06746 | Pol beta primer extension/strand displacement, fluorescence kinetic | Potency, µM (doses to about 114 µM), without a hit: top-dose activity change, negative = inhibition, usual class: inhibitors | actives 1.3% (n = 340,000); further: potency means the concentration at half of the fitted maximal effect; on the % scale 0 is the no-effect control and ±100 the full control effect
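10 nM enzyme + cpd, 15 min RT; start with substrate 50 nM final; read 0 min and after 10 min RT. Corrected, normalized data; 4-parameter Hill curve fit.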
POLH inh – inhibitors of human DNA polymerase eta | Q9Y253 | recombinant Pol eta, fluorescent DNA replication assay | Potency, µM (doses to about 114 µM), without a hit: at the top dose activity change, negative = inhibition, most hits filed as inhibitors | actives 1.2% (n = 390,000) | AID 588591; further: potency means the concentration at half of the fitted maximal effect; on the % scale 0 is the no-effect control and ±100 the full control effect
Target sequence (Q9Y253 whole entry, looked up): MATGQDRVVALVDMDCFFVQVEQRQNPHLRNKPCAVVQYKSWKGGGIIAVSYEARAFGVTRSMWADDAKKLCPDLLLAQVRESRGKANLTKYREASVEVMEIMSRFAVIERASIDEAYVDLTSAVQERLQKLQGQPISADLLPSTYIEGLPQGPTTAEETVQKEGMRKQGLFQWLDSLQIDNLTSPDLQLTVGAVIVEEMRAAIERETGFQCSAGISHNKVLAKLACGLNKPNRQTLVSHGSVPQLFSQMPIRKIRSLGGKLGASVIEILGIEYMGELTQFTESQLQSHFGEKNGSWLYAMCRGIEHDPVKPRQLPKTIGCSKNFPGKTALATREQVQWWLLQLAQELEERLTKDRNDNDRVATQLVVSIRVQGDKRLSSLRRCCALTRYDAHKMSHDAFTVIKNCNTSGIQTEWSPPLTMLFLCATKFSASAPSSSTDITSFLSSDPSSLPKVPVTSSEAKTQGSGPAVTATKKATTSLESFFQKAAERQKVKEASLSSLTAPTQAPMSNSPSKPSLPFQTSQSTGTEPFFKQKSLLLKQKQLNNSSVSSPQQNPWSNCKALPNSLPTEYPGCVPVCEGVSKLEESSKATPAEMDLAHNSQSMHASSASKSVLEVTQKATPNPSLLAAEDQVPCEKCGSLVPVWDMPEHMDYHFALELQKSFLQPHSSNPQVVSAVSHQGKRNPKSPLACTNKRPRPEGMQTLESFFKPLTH
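Pol eta (10 nM) was preincubated with compounds for 15 min at room temperature, after which fluorescent replication substrate (50 nM final) was added to start the reaction. Fluorescence was read kinetically at 0 and 10 min.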
The depositor's hits bear a star; u = inconclusive; x = not tested or not shown; & = joins results of further samples; [ ] = dose if it differs, or a comment. Unless noted, the call rests on the fitted dose curve; in most records, active means well fitted curve in the direction sought with a large enough effect; inconclusive means small, poorly fitted or top-dose-only effect, or another doubt; inactive means no such curve, though single readings can be large; an effect the other way counts as inactive or inconclusive. Not all compounds are listed, so the mix of outcomes need not match the whole.

entry	Molecule	ERG-DNA inh	LDHA block	APEX1 inh	RGS4 inh	ALOX12 inh
1	O=C(Cn1nnc(-c2ccccc2Cl)n1)N/N=C/c1ccc2c(c1)OCO2	-13.0%	-1.2	-7.2%	-16.1%	8.8%
2	Cc1oc2ccccc2c1-c1cn2c(n1)SCC2	1.3%	-0.8	10.7%	1.3%	-4.0%
3	CC1(C)CC(=O)C(C2C3=C(CC(C)(C)CC3=O)Oc3c(Br)cc(Br)cc32)=C(O)C1 (centres undefined)	-0.4%	0.7	-16.2%	12.1%	u
4	O=C(C1=C[C@H](c2ccc3c(c2)OCO3)C[C@H](OCCCCO)O1)N1CCN(Cc2ccc3c(c2)OCO3)CC1	-3.1%	-1.3	1.2%	1.9%	-18.8%
5	CCCCN(Cc1nc2ccccc2c(=O)[nH]1)C(=O)c1nn(C)c(=O)c2ccccc12	-1.4%	-5.4	17.7%	4.6%	-1.9%
6	Fc1ccccc1NC(=S)NN(Cc1ccccc1)c1ccccc1	-5.2%	-0.2	-0.7%	5.9%	-4.8%
7	O=C(COC(=O)c1n[nH]c2ccccc12)c1cccc(Br)c1	1.4%	-4.1	7.3%	5.4%	u
8	CCOC(=O)c1c(-c2ccccc2)nc2ccccn12	-2.4%	-2.9	7.1%	-4.5%	0.0%
9	Cc1ccc(N(Cc2cc(=O)[nH]c3ccccc23)C(=O)C(C)C)cc1	-3.0%	-7.1	-1.4%	16.9%[11.4 µM]	-19.0%
10	Cc1c(CC(=O)NCCc2ccc(Cl)cc2)c(=O)oc2c(C)c3occ(C(C)(C)C)c3cc12	0.6%	2.7	x	-11.6%	u

entry	Apoferritin bind	POLK inh	Pol beta inh	POLH inh
1	u	-5.1%	17.0%	-4.8%
2	-8.9%	-9.5%	2.1%	-13.0%
3	-1.2%	-1.8%	14.8%	-14.7%
4	-23.1%	-14.5%	-0.5%	-21.2%
5	x	u	x	-15.9%
6	-10.6%	-8.0%	-15.7%	-5.9%
7	u	-25.2%	-23.3%	-8.7%
8	-9.3%	4.0%	-2.8%	-9.3%
9	-0.6%	-19.5%	3.4%	-5.2%
10	u	-10.5%	-0.4%	-25.4%

The listing continues:
entry	Molecule	ERG-DNA inh	LDHA block	APEX1 inh	RGS4 inh	ALOX12 inh
11	N#C/C(=C(/O)c1cccs1)c1nnc2n1CCCCC2	9.7%	5.8	16.0%	-9.0%	4.0%
12	Cc1nnc(SCC(=O)N(C2CCCCC2)C2CCS(=O)(=O)C2)n1N (centres undefined)	-1.2%	-5.8	-4.8%	-4.7%	2.1%
13	COc1ccccc1-c1nnc(-c2ccc(C)cc2)o1	10.9%	-0.7	x	-6.2%	0.0%
14	CC1(C)Cc2ccccc2-c2nnnn21	x	-1.6	-5.7%	4.8%	19.4%
15	O=C(NCc1ccccc1)C1=C[C@@H](c2csc3ccccc23)C[C@@H](OCc2ccc(CO)cc2)O1	-0.3%	1.2	-5.8%	2.4%	-7.1%
16	O=S1(=O)c2ccc(Br)cc2OC(COCc2ccccc2)CN1Cc1ccccc1 (centres undefined)	-3.3%	-6.7	23.4%	u	-5.6%
17	COc1cccc(/C=C/c2ccc3ccccc3n2)c1OC(C)=O	-0.4%	-6.9	-8.2%	u	-27.2%
18	CCN1CCCC1CNC(=O)c1cc2c(-c3cccc(OC)c3)nn(C)c2s1 (centres undefined)	-4.8%	3.6	-3.9%	-9.6%	0.0%
19	CCn1c(C(=O)N2CCC(C(=O)N3CCN(c4ccccn4)CC3)CC2)cc2sccc21	13.8%	-8.0	-2.1%	21.2%	-4.9%
20	CC1CCCN(C(=O)c2cc3c(=O)n4ccccc4nc3s2)C1 (centres undefined)	1.2%	-1.6	35.7%	1.8%	-0.5%

entry	Apoferritin bind	POLK inh	Pol beta inh	POLH inh
11	-3.6%	-2.7%	48.2%[activator]	-22.4%
12	x	-12.9%	x	1.6%
13	x	-5.4%	x	-3.2%
14	-3.5%	-2.2%	3.2%	-4.4%
15	-7.0%	-2.2%	-17.6%	-8.2%
16	x	-13.6%	x	-16.8%
17	u	-11.6%	u	-5.6%
18	-11.1%	9.1%	-9.4%	18.2%
19	-1.2%	-1.2%	-10.7%	-4.2%
20	142.4%[activator]	-5.6%	-6.8%	3.2%

(continued)
entry	Molecule	ERG-DNA inh	LDHA block	APEX1 inh	RGS4 inh	ALOX12 inh
21	CCN(CC(=O)Nc1ccccc1OC)C(=O)CCc1ccccc1	2.1%	-6.4	5.0%	-17.8%	2.5%
22	CC(Sc1ncc(C(F)(F)F)cc1Cl)C(=O)NC(N)=O (centres undefined)	-3.1%	-5.2	-1.8%	-28.5%	0.0%
23	Cn1c(C(=O)N2CCC(C(=O)NCCc3ccccc3)CC2)cc2sccc21	2.4%	-0.4	x	2.5%	-22.1%
24	COc1cccc(NC(=O)CN(C)C(=O)c2ccc3c(c2)CC(c2ccccc2)OC3=O)c1 (centres undefined)	x	-3.5	5.6%	-14.6%	-27.9%
25	Cc1ccc(C(=O)NCC(=O)N2CCCCCCC2)cc1	-0.8%	-3.6	13.9%	8.4%	387.5%[activator]
26	O=C(COc1ccc(/C=N/NS(=O)(=O)c2ccccc2)cc1)N1CCOCC1	-3.2%	-1.8	-2.9%	22.4%	1.5%
27	COc1ccc(Br)cc1C(=O)Nc1ccc2oc(-c3cccnc3)nc2c1	-3.0%	-1.5&-0.7	x	u	-4.3%&2.8%
28	Cc1cc(C(=O)Nc2ccc3c(c2)CCC3)ccc1[N+](=O)[O-]	-3.0%	-3.4	x	4.2%	1.0%
29	Cc1cccc(C)c1OCc1cc(C(=O)N2CCCC2c2nonc2C)no1 (centres undefined)	8.6%	2.6	-7.8%	10.3%	8.2%
30	Cn1c(SCC(=O)NC2CCS(=O)(=O)C2)nnc1-c1ccco1 (centres undefined)	1.2%	0.4	37.2%	4.1%	110.5%[activator]

entry	Apoferritin bind	POLK inh	Pol beta inh	POLH inh
21	-3.1%	0.5%	-1.9%	-21.0%
22	u	1.1%	-6.6%	-10.9%
23	36.0%[activator]	-3.9%	-11.5%	8.4%
24	x	-21.2%	x	-12.3%
25	x	-8.2%	x	-3.8%
26	-2.1%	-10.0%	10.7%	3.4%
27	3.5%	8.2%	-7.1%	-15.6%
28	x	-14.1%	x	-21.3%
29	-7.3%	-13.3%	-25.3%	-6.5%
30	x	15.8%	x	-5.3%

Further compounds:
entry	Molecule	ERG-DNA inh	LDHA block	APEX1 inh	RGS4 inh	ALOX12 inh
31	O=C1CSC(=S)N1/N=C/c1ccc(O)c(O)c1O	62.5%[activator]	6.2	0.355µM*	-58.3%[11.4 µM]	x
32	N#C/C(=C\c1ccc[nH]1)C(=O)N1CCCCC1	5.2%	-1.9	-2.3%	12.4%	0.0%
33	COC(=O)c1cc2ccsc2n1CC(=O)N(C)c1ccccc1	1.8%	-3.2	3.4%	-0.6%	u
34	O=C(Nc1cccnc1)c1cc(-c2cccc(Br)c2)nc2ccccc12	-2.8%	-5.5	3.8%	-13.0%	u
35	CC(C)Cn1c(SCC(=O)N2CCN(S(=O)(=O)c3ccccc3)CC2)nc2ccccc21	x	-2.1	-0.7%	-23.4%	1.1%
36	CC1CCC(NC(=O)CC(NC(N)=O)c2ccccc2Cl)CC1 (centres undefined)	-2.1%	-6.8	-3.8%	-2.4%	3.7%
37	Cc1cc(NC(=O)CCC(=O)N(CC(=O)NC2CCCC2)c2ccc(Cl)c(Cl)c2)no1	-6.6%	-16.7	1.9%	6.6%	13.5%
38	COc1ccc(CC(=O)N2CCN(S(=O)(=O)c3ccc(Cl)s3)CC2)cc1	-6.8%	-3.3	-7.3%	10.7%	5.1%
39	O=c1c2ccccc2nnn1Cc1ccc(Br)cc1	0.6%	-14.3	2.8%	13.3%	-5.9%
40	CCOc1cc(NC(=S)NCCCOC)c(OCC)cc1NC(=O)c1cccs1	7.8%	-1.0	3.1%	-25.8%	-16.9%
41	CCC(C)(C)NC(=O)c1ccccc1Oc1ccccc1	17.5%	3.1	3.2%	-27.8%	-6.6%

entry	Apoferritin bind	POLK inh	Pol beta inh	POLH inh
31	1.9%	0.708µM*	0.316µM*	0.708µM*
32	-7.5%	-11.8%	19.0%	-2.4%
33	-8.6%	-14.6%	-0.3%	-17.6%
34	-14.1%	u	-7.4%	-14.9%
35	-7.7%	-1.5%	7.0%	-8.5%
36	-1.3%	-1.3%	-2.8%	-19.4%
37	-12.5%	-4.7%	9.5%	1.5%
38	x	-20.7%	x	-11.2%
39	u	-7.7%	3.1%	-19.2%
40	134.6%[activator]	-7.1%	38.9%	-21.8%
41	-18.2%	3.2%	1.2%	-18.8%

Grouped by structure: those above containing a furan ring, fused or not (3)
entry	Molecule	ERG-DNA inh	LDHA block	APEX1 inh	RGS4 inh	ALOX12 inh
2	Cc1oc2ccccc2c1-c1cn2c(n1)SCC2	1.3%	-0.8	10.7%	1.3%	-4.0%
10	Cc1c(CC(=O)NCCc2ccc(Cl)cc2)c(=O)oc2c(C)c3occ(C(C)(C)C)c3cc12	0.6%	2.7	x	-11.6%	u
30	Cn1c(SCC(=O)NC2CCS(=O)(=O)C2)nnc1-c1ccco1 (centres undefined)	1.2%	0.4	37.2%	4.1%	110.5%[activator]

entry	Apoferritin bind	POLK inh	Pol beta inh	POLH inh
2	-8.9%	-9.5%	2.1%	-13.0%
10	u	-10.5%	-0.4%	-25.4%
30	x	15.8%	x	-5.3%
